# Sm TGR inh = qHTS Assay for the Inhibitors of Schistosoma Mansoni Peroxiredoxins. Potency, µM (top dose mostly 114 µM), for inactives: at the highest dose activity change, negative = inhibition, most hits filed as inhibitors. 3% of 360,000 active. purified TGR, DTNB reduction, TNB absorbance 405 nm. Schistosoma mansoni thioredoxin glutathione reductase (TGR), Q962Y6; further: potency means the concentration at half of the fitted maximal effect; nearly all actives have a fitted effect of over 60% in size
#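 TGR 20 nM + NADPH 100 uM (dispensed conc.), cpd preinc 15 min RT; start with NADPH (500 uM addition) then DTNB (15 mM addition). Kinetic TNB absorbance, 405 nm filter. Four-parameter Hill fit across titration.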
# AmpC inh detg = qHTS Inhibitors of AmpC Beta-Lactamase (assay with detergent). AmpC hydrolysis of nitrocefin, absorbance 480 nm, 0.01% Triton. P00811. Potency, µM (highest dose often 114 µM), for the others: top-dose activity change, negative = inhibition, hits mostly inhibitors. 0.041% of 370,000 active;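 further: potency means the concentration at half of the fitted maximal effect; 0% = no-compound wells and -100% = no-enzyme wells; nearly all actives have a fitted effect of over 25% in size; some results filed as inactive show a strong effect at the top dose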
# Target sequence (P00811 whole entry, looked up): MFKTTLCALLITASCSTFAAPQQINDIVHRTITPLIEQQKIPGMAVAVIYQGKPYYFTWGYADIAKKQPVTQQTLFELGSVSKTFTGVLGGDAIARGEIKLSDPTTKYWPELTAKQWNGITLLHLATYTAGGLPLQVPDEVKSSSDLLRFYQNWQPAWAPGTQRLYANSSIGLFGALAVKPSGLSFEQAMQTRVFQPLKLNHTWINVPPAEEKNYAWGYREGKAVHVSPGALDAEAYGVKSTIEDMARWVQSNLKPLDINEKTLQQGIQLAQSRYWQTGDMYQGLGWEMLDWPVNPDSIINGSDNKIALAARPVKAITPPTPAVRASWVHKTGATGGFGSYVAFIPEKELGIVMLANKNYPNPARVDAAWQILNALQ
#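 AmpC (5.3 nM in the dispensed reagent) in 20 mM phosphate pH 7.0 with 0.01% (detergent screen) or 0.0001% Triton X-100 was preincubated with compounds for 15 min at room temperature. Nitrocefin was then added from an 800 uM solution, and hydrolysis was followed at 480 nm.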
# FBPA Giardia inh = qHTS Assay for Inhibitors of Fructose-1,6-bisphosphate Aldolase from Giardia Lamblia; A8B2U2; purified Giardia FBPA; Potency, µM (titrated, usually from 59.6 µM), without a hit: top-dose activity, negative = inhibition, usual class: inhibitors; 0.71% of 290,000 active; AID 2451, 2010; further: potency means the concentration at half of the fitted maximal effect; nearly all actives have a fitted effect of over 55% in size
# Target sequence (A8B2U2 whole entry, looked up): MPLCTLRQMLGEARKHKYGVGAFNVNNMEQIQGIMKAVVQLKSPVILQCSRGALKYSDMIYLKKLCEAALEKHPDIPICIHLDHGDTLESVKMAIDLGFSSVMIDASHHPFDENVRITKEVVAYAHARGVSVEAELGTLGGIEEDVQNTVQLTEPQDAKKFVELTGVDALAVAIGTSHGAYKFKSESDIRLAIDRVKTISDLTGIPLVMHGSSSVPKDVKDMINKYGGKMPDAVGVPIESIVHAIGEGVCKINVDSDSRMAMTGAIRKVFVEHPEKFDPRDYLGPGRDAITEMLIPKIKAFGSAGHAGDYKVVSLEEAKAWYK
#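 40 nM FBPA preincubated 10 min at RT with compound (up to 57.5 uM final), then substrate plus GAPDH/TPI/NAD/arsenate coupling and diaphorase/resazurin added. Fluorescence read after 20 min at RT, 525/598 nm.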
# HCV inh = qHTS Assay for Inhibitors of Hepatitis C Virus (HCV); Potency, µM (top dose mostly 41.8 µM), without a hit: top-dose activity change, negative = inhibition, usual class: inhibitors; Huh7.5.1 HCVcc-Cre infection, luciferase reporter, 44 h; 3.4% of 340,000 active; further: potency means the concentration at half of the fitted maximal effect
#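 1,000 cells/well; 4 h culture; + compound; + HCVcc-Cre (~0.5 moi); 44 h; luciferase substrate, RT 15 min; read 15 sec.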
# HCMV inh = qHTS Assay for inhibitors of the human cytomegalovirus (HCMV) | HFF cells, HCMV-luciferase reporter, 72 h; hits give low values | activity change, negative = inhibition, % at 57.5 µM | 4.5% of 410,000 active | AID 1259415, 2018; in the data active means activity change below about -60%; inconclusive means no clear call, values can overlap the other calls; inactive means above about -39%
#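 Two compound doses tested in HFFs infected with HCMV-luciferase, MOI 1 PFU/cell, 72 h at 37C. Lysate luminescence read with OneGlo; data normalized against buffer-only and 10uM Salinomycin inhibitor controls.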
# AMA1 RON2 block = qHTS for Inhibitors of AMA1-RON; Towards Development of Antimalarial Drug Lead: Primary Screen; 0.2% of 360,000 active; AID 720542, 2013; Potency, µM (series often up to 58.2 µM), inactives show at the top dose activity change, negative = inhibition, hits mostly inhibitors; AlphaScreen AMA1-biotinylated RON2 peptide binding;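 further: potency means the concentration at half of the fitted maximal effect; 0% = vehicle wells and -100% = peptide control; nearly all actives have a fitted effect of over 45% in size; some results filed as inactive show a strong effect at the top dose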
#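 AMA1 (3D7) with his tag at 25 nM final met compounds first, then biotinylated RON2 peptide at 25 nM; detection used donor plus acceptor beads, 10 µg/mL apiece, read by AlphaScreen after 30 min at room temperature.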
# * = called active by the depositor; ? = inconclusive; · = not tested or not shown; & = joins results of further samples; [ ] = dose if it differs, or a comment. Unless noted, the call rests on the fitted dose curve; in most records, active means well fitted curve in the direction sought with a large enough effect; inconclusive means small, poorly fitted or top-dose-only effect, or another doubt; inactive means no such curve, though single readings can be large; an effect the other way counts as inactive or inconclusive. Unless noted, on the % scale 0 is the no-effect control and ±100 the full control effect. Not a hit list. Share with any hit: about 9.3%.
SMILES,Sm TGR inh,AmpC inh detg,FBPA Giardia inh,HCV inh,HCMV inh,AMA1 RON2 block
COc1ccc(-c2nn(-c3ccccc3)cc2C(=O)Nc2ccc(C(=O)O)cc2)cc1,2%,0%,-14%,?,13,5%
CCCCN(C)C(=O)Cn1cnc2sc(C)c(S(=O)(=O)N3CCN(c4ccccc4OC)CC3)c2c1=O,2%&7%,2%&6%,20%,-18%,-19&2,-1%
COc1ccc(CCNC(=S)N2CCC(C(N)=O)CC2)cc1,-1%,-7%,0%,?,0,-13%
CC(C)CN1CCN(Cc2cccn2-c2cccnc2)CC1CCO (centres undefined),0%,5%,0%,8%,31,-1%
O=C(Nc1cc(-c2nc3cc(Cl)ccc3o2)ccc1Cl)c1cccs1,4%,-3%,·,·,25,·
COc1cc(-c2nnc(SCC(=O)N3CCOCC3)o2)cc(OC)c1OC,10%,2%,·,24%,4,-3%
CCN(CC(=O)Nc1ccc2c(c1)OCCO2)c1ccc(S(=O)(=O)N2CCOCC2)cn1,-12%,?,-2%,-3%,11,35%[activator]
Cc1cc(C(=O)NN=Cc2c(C)[nH]c3ccccc23)c(C)o1,·,·,·,-9%,3,39%[activator][11.6 µM]
CCCN(C(=O)c1ccc(-n2cncn2)c([N+](=O)[O-])c1)C1CCS(=O)(=O)C1 (centres undefined),1%,-4%,·,-5%,2,13%
CC(C)CC(=O)N1CCC(N(CCc2ccccc2)Cc2ccccc2)CC1,3%,6%,25µM*,?,15,-29%
C=CCNC(=O)C1CC2Cn3c(nc4cc(Cl)c(Cl)cc43)C2N1C (centres undefined),-8%,-4%,·,17%,9,-2%
CC(=O)Nc1ccc(Nc2c3ccccc3nc3ccccc23)cc1,·,1%,-3%,7.1µM*,-100*,-14%
O=C(Nc1ccccc1F)c1ccc(OCc2ccccc2)cc1,-17%,?,-4%,-1%,25,-7%
CC1CCN(c2nc3ccc(C(=O)N4CCN(c5ccccc5)CC4)cc3s2)CC1,2%,17%,·,·,32,·
CCn1ncc(Br)c1C(=O)Nc1ccccc1C(=O)OC,·,·,·,-2%,55,5%
C=CCn1c(SC(C)C(=O)NC2CC2)nnc1-c1ccoc1C (centres undefined),-9%,-22%,·,14%,8,35%[activator]
O=S(=O)(c1ccccc1)c1cnn(-c2ccccc2)c1-c1ccc(F)cc1,16%,?,-5%,?,-61*,-18%
Cc1nc([N+](=O)[O-])c(Br)n1Cc1ccccc1,2.5µM*,3%,5%,-22%,18,-4%
Cc1cc(C)c(NC(=O)CN2C(=O)NC3(CCCCC3)C2=O)c(C)c1,-1%,-10%,2%,12%,30,0%
COc1cc(OC)cc(C(=O)NNC(=O)CNC(=O)c2cccs2)c1,4%,-3%,·,-2%,10,33%[activator]
O=C(CCNS(=O)(=O)c1ccc2c(c1)CCCC(=O)N2)NCc1ccc(Cl)cc1,2%,11%,·,·,-7,·
CCCC1NC(=S)NC(C)=C1C(C)=O (centres undefined),13%,?,0%,2%,-9,15%
COc1ccccc1C(=O)NNC(=O)C(=O)Nc1ccc(C)cc1,1%,0%,-5%,-24%,33,109%[activator]
Cc1cc(C)c(NC(=O)Cc2csc(C)n2)c(Cl)c1,2%,16%,·,·,-61*,·
CCOc1ccccc1NC(=O)CSc1c(C)n[nH]c1C,6%,-6%,0%,?,25,3%
CC(=O)n1cc([C@H]2C=C(C(=O)N3CCN(Cc4ccccc4)CC3)O[C@@H](OCc3ccc(CO)cc3)C2)c2ccccc21,18µM*,0%,?,?,62,?
CCC(NC(=O)Cc1c(C)c2cc3c(cc2oc1=O)OC(C)(C)CC3)C(=O)O (centres undefined),-15%,-3%,8%,14%,109,-6%
COc1ccc(NC(=O)/C(C#N)=C/c2ccc(-c3ccc(Cl)c(C(=O)O)c3)o2)cc1,-7%,-5%,-16%,5%,121,0%
CCCN(CCC)c1nc2ccccc2n2c(C)nnc12,7%,-2%,2%,3.2µM*,-21,-16%
O=C(NCCCn1ccnc1)c1ccc(NS(=O)(=O)c2cccc([N+](=O)[O-])c2)cc1,7%,?,·,8%,9,-5%
Cc1cc(C)nc(SCC(=O)N2CCC(C(N)=O)CC2)n1,6%,-1%,1%,6%,-24,-2%
COc1cc(C(=O)Nc2ccc(NC(=O)C3CC3)nc2)cc(OC)c1OC,-22%,?,-5%,?,29,0%
Cc1ccc(NC(=O)CN(c2ccccc2F)S(C)(=O)=O)cc1,-6%,-8%,4%,18%,-3,30%
COc1cc(Cl)ccc1OCc1cc(C(=O)NCC(C)(C)N2CCOCC2)no1,?,?,5%,-15%,25,8%
Cc1cc(NC(=O)CSc2nccn2C)n(-c2ccccc2)n1,11%,1%,3%,14%,-1,-12%
CN1CCc2c(sc(NC(=O)c3cc(Cl)sc3Cl)c2C(N)=O)C1,-21%,-12%,32µM*,13µM*,3,8%
COc1cc(-c2nnc3sc(-c4ccco4)nn23)cc(OC)c1OC,-12%,0%,0%,-30%,5,13%
CCOc1ccc(Nc2nc3ccccc3c(=O)s2)cc1,-1%,-10%,0%,1%,17,14%
CCOC(=O)C1(C)C=C(Nc2ccc(NC(C)=O)cc2)C(=O)N1c1ccc(NC(C)=O)cc1 (centres undefined),-7%,2%,4%,13%,22,1%
COC(=O)c1c(NC(=O)CN2CCCC(C)C2)c2c(C)cccc2n1C (centres undefined),12%[11.4 µM],?,2%,-18%,4,-2%
CCOC(=O)c1c(C)c(-c2ccccc2)n(CC(=O)Nc2cc(C)cc(C)c2)c1C,10%,17%,·,·,-97*,·
Cc1ccc(-n2c(O)c(C=NC3CCS(=O)(=O)C3)c3ccccc3c2=O)cc1C (centres undefined),-17%,2%,-5%,?,-17,-7%
N/C(CS(=O)(=O)c1ccccc1)=N\OC(=O)c1ccc(F)cc1,4%,-14%,·,11%,159,-1%
O=C(NC1CCCCCCC1)c1cccs1,-8%,-8%,6%,10%,-7,0%
COc1ccc(S(=O)(=O)N2CCC3(CC2)CC(=O)c2ccccc2O3)cc1OC,-3%,?,·,10%,-9,-16%
O=C(NC(=S)Nc1ccc(S(=O)(=O)Nc2ncccn2)cc1)c1ccc(Br)cc1,2%,7%,-26%,8%,-15,5%
Cc1ccc(C(=O)Nc2ccccc2C(=O)NC(Cc2ccccc2)C(=O)O)cc1 (centres undefined),·,0%,-1%,-1%,-13,0%
Cc1nn(C)c(C)c1C1C(C#N)=C(N)Oc2n[nH]c(C)c21 (centres undefined),-6%,-12%,?,-16%,-16,7%
O=C(O)c1c2c(nc3ccccc13)-c1ccccc1CC2,-4%,1%,-2%,2%,23,-6%
O=C(CCl)NN=C(c1ccccc1)c1ccccc1,11µM*,0%,-8%,-18%,?,39%[activator]
Cc1cccc2cc(COC(=O)COc3ccccc3)c(=O)[nH]c12,-3%,-11%,8%,?,45,10%
CC(C)CNc1cc(Cl)c(S(=O)(=O)NCC(C)C)cc1C(=O)O,-1%,2%,15%,-18%,-12,-4%
O=C(NCc1ccccc1)C(Cc1ccccc1)N1C(=O)C2C3CCC(C3)C2C1=O (centres undefined),0%,-1%,12%,11%,-13,0%
CNC(=O)c1[nH]cnc1C(=O)Nc1ccc(F)cc1,-8%,1%,-11%,5%,43,19%
COc1ccc(NC(=O)C(=O)NCCc2csc3nc(-c4ccccc4F)nn23)cc1OC,1%,18%,·,·,25,·
N#Cc1c(NC(=O)c2ccc(-c3ccccc3[N+](=O)[O-])o2)sc2c1CCCC2,-23%,-10%,-14%,?,0,-4%
Cc1cccc(-n2c(SCC(=O)NCc3ccco3)nnc2-c2ccco2)c1,?,-3%,9%,13%,-24,-4%
CSc1nc2cc(Cl)ccc2s1,24%,-15%,2%,6%,-17,5%
COC(=O)Nc1ccc(S(=O)(=O)Nc2ccc(C)cc2)cc1,3%,?,-1%,·,·,·
CCCOC(=O)c1c(NC(=O)/C=C/c2cnn(C)c2C)sc(C(=O)OC)c1C,10%,3%,8%,·,3,10%
CCN(CC(=O)NCc1ccc(F)cc1)C(=O)COc1ccc2ccccc2c1,-19%,-8%,1%,-14%,28,17%
O=C1CN(C(=O)c2cccc(Br)c2)C(c2ccccc2)c2cc(Cl)ccc2N1 (centres undefined),14%,6%,·,·,-63*,·
c1ccc(Oc2ccc(-c3ccnc4nc(N5CCN(c6ccccc6)CC5)nn34)cc2)cc1,34%,-3%,1%,?,13,2%
